Compound activity: PubChem, Broad Institute
ROS inducer – inducers of reactive oxygen species in cancer cells. U2OS ROS induction, H2DCF-DA fluorescence. ROS induction (% of piperlongumine), % at 10 µM. hit rate 2% among 46,000. AID 624156; in the data active means ROS induction above about 79%, passing the limit was not always enough; inconclusive means no clear call, values can overlap the other calls;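 further: 0% = DMSO vehicle median and 100% = reference compound median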
Numbers without * were called inactive; ? = inconclusive.

SMILES	ROS inducer
CNC[C@@H]1OCCCC[C@@H](C)Oc2ccc(NS(=O)(=O)c3ccc(C)cc3)cc2C(=O)N([C@H](C)CO)C[C@@H]1C	2
C[C@@H]1CN([C@@H](C)CO)C(=O)c2cc(NS(=O)(=O)c3ccc(F)cc3)ccc2O[C@H]1CN(C)C(=O)Nc1ccccc1	-5
CC(C)(C)c1ccc(OCC(=O)Nc2ccc3c(c2)oc2ccccc23)cc1	-15
Cc1nc(C)c(-c2n[nH]c(=S)n2-c2ccccc2C(F)(F)F)s1	-6
O=C(CCn1cnc2ccccc2c1=O)Nc1ccc(S(=O)(=O)N2CCCCC2)cc1	65
Nc1nc(COc2cccc3cccnc23)nc(Nc2ccccc2)n1	-9
CCC(C)c1cc(N)nc2nc3ccccc3n12 (stereo unspecified)	46
CC(C)(C)SCC(O)Cn1c2ccc(Cl)cc2c2cc(Cl)ccc21 (stereo unspecified)	9
C[C@@H]1CN([C@H](C)CO)C(=O)Cc2cc(N(C)C)ccc2O[C@H]1CN(C)S(=O)(=O)c1ccc(F)cc1	0
O=C(CCCSc1nc(-c2ccco2)cc(C(F)(F)F)n1)NC1CCCC1	18
C[C@H]1CN([C@@H](C)CO)C(=O)c2cc(NS(C)(=O)=O)ccc2O[C@H]1CN(C)Cc1ccc2c(c1)OCO2	1
C[C@H](CO)N1C[C@H](C)[C@H](CN(C)S(=O)(=O)c2ccc(F)cc2)OCc2cnnn2CCCC1=O	-9
S=C(NCc1ccco1)N1CCN(c2ncccn2)CC1	3
O=C1c2ccccc2C2N1CCCN2S(=O)(=O)c1cccc(C(F)(F)F)c1 (stereo unspecified)	-8
CNC[C@H]1Oc2ccc(NC(=O)C3CC3)cc2C(=O)N([C@@H](C)CO)C[C@H]1C	10
COC(=O)CCCCCCC(=O)N/N=C/c1sccc1C	27
Cc1noc(C)c1NC(=O)N(C)C[C@@H]1Oc2ccc(NC(=O)Cc3cn(C)c4ccccc34)cc2CC(=O)N([C@@H](C)CO)C[C@@H]1C	2
COc1cccc(NC(=S)N2CCC3(CC2)CC(=O)c2ccccc2O3)c1	-1
Cc1noc(C)c1NC(=O)N(C)C[C@H]1Oc2ccc(NC(=O)Nc3cccc4ccccc34)cc2C(=O)N([C@@H](C)CO)C[C@H]1C	1
C[C@H]1CN([C@@H](C)CO)C(=O)c2cccc(NC(=O)Nc3ccc(C(F)(F)F)cc3)c2O[C@@H]1CN(C)Cc1ccc(-c2ccccc2)cc1	43
O=C(NCC1COc2ccccc2O1)Nc1ccc(Cl)cc1 (stereo unspecified)	-10
C[C@H](CO)N1C[C@H](C)[C@@H](CN(C)C(=O)Nc2ccc(F)cc2)Oc2ccc(NC(=O)CCN3CCOCC3)cc2C1=O	-6
Cc1ccc(S(=O)(=O)Nc2ccc3c(c2)C(=O)N([C@@H](C)CO)C[C@@H](C)[C@H](CN(C)Cc2ccc(C(=O)Nc4ccccc4N)cc2)O3)cc1	21
COc1ccc([C@@H]2Oc3c(OC)cc(CCCO)cc3[C@H]2CO)cc1OC	1
CCC(Sc1nnc(N)s1)C(=O)Nc1sc2c(c1C#N)CCCC2 (stereo unspecified)	-4
Cc1ccc(S(=O)(=O)N(C)C[C@@H]2Oc3ccc(NC(=O)Nc4ccc5c(c4)OCO5)cc3C(=O)N([C@H](C)CO)C[C@H]2C)cc1	-13
C=CCNC(=O)N1CC(Oc2ccc(Cl)cc2)C1	4
Cc1cc(=O)oc2c(CN3CCCCC3)c(O)ccc12	-1
COC(=O)c1cc(O)cc(OC)c1Oc1cc(C)cc(O)c1C(=O)OC	-4
O=C(c1ccccc1NS(=O)(=O)c1ccccc1[N+](=O)[O-])N1CCOCC1	-3
CCC/C=C/C=C/C1CC(O)C(O)C1C(=O)O (stereo unspecified)	-7
C[C@@H]1CN([C@H](C)CO)C(=O)c2cccc(NC(=O)c3ccncc3)c2O[C@@H]1CN(C)S(=O)(=O)c1ccc(F)cc1	2
C[C@@H]1CN([C@H](C)CO)C(=O)c2cc(NS(=O)(=O)c3ccc(F)cc3)ccc2O[C@@H]1CN(C)C(=O)Nc1ccc2c(c1)OCO2	6
Cc1ccc(S(=O)(=O)N(CCc2ccccc2)CC(=O)Nc2ccc(C(C)C)cc2)cc1	32
C[C@H](CO)N1C[C@H](C)[C@H](CN(C)Cc2ccc(C(=O)Nc3ccccc3N)cc2)Oc2c(cccc2N(C)C)C1=O	44
C[C@@H]1CCCCO[C@H](CN(C)Cc2ccccc2)[C@@H](C)CN([C@H](C)CO)C(=O)c2cc(NS(=O)(=O)c3ccc(F)cc3)ccc2O1	5

Single entries from above.
Entry of Cc1cc(=O)oc2c(CN3CCCCC3)c(O)ccc12 under ROS inducer: -1
Entry of COC(=O)c1cc(O)cc(OC)c1Oc1cc(C)cc(O)c1C(=O)OC under ROS inducer: -4
Entry of CCC/C=C/C=C/C1CC(O)C(O)C1C(=O)O (stereo unspecified) under ROS inducer: -7

The list goes on:
SMILES	ROS inducer
C[C@@H]1CN([C@H](C)CO)C(=O)c2cc(NS(=O)(=O)c3cn(C)cn3)ccc2O[C@H]1CN(C)CC1CC1	9
Oc1ccccc1Oc1c(F)c(F)nc(N2CCCC2)c1F	-12
Cn1c(SCC(=O)O)nnc1-c1ccccc1	-8
C[C@H]1CN([C@@H](C)CO)C(=O)CCCn2cc(nn2)CO[C@H]1CN(C)C(=O)Oc1ccccc1	-6
C[C@@H]1CN([C@H](C)CO)C(=O)c2cc(NC(=O)CCCN(C)C)ccc2O[C@@H]1CN(C)S(=O)(=O)c1ccc(F)cc1	-8
CC(=O)c1cccc(NC(=O)CCN2C(=O)C3CC=C(Cl)CC3C2=O)c1 (stereo unspecified)	-10
Cc1sc2nc(SCc3cc(=O)[nH][nH]3)nc(N)c2c1C	-1
CC(C)NC(=O)Nc1cccc2c1O[C@H](CN(C)S(=O)(=O)c1ccccc1)[C@@H](C)CN([C@@H](C)CO)C2=O	-7
C[C@H]1CN([C@@H](C)CO)C(=O)Cc2cc(NS(=O)(=O)c3cccs3)ccc2O[C@H]1CN(C)Cc1ccc(-c2ccccc2)cc1	46
Cc1cccc(OCC(=O)Nc2ccc3oc(-c4ccncc4)nc3c2)c1	4
COc1ccc(CCNC(=O)C(=O)c2c(-c3ccccc3)[nH]c3ccccc23)cc1OC	-12
CC(C)NC(=O)Nc1ccc2c(c1)CC(=O)N([C@H](C)CO)C[C@@H](C)[C@@H](CN(C)Cc1ccc(C(=O)O)cc1)O2	11
Cc1ncc([N+](=O)[O-])n1CC(O)CCl (stereo unspecified)	-7
Cc1ccc(C23CC4CC(CC(C(=O)NC5=NCCS5)(C4)C2)C3)cc1	60
COc1ccc(NC(=O)N(C)C[C@H]2OCc3cn(nn3)CCCC(=O)N([C@@H](C)CO)C[C@H]2C)cc1	12
CCn1c2ccccc2n2cc(-c3ccccc3)nc12	-8
Cc1noc(C)c1NC(=O)Nc1ccc2c(c1)C(=O)N([C@H](C)CO)C[C@H](C)[C@@H](CN(C)C(=O)Nc1ccccc1)OCCCC[C@@H](C)O2	-3
Cc1sc2ncnc(SCC(=O)N3CCOCC3)c2c1-c1ccc(Cl)cc1	20
CNC[C@@H]1Oc2c(NS(=O)(=O)c3ccc(C)cc3)cccc2C(=O)N([C@@H](C)CO)C[C@@H]1C	-4
CS(=O)(=O)c1sc(C(=O)Nc2ccccc2Cl)c2c1C=CCC2	9
CC1CCCN(S(=O)(=O)c2ccc(C(=O)Nc3ccccc3-c3nc4ccccc4[nH]3)cc2)C1 (stereo unspecified)	22
COC(=O)C(C)Sc1nnc2c3ccccc3n(Cc3ccccc3)c2n1 (stereo unspecified)	146*
COc1ccc(S(=O)(=O)N(C)C[C@H]2Oc3ccc(NS(=O)(=O)c4ccc(C)cc4)cc3CC(=O)N([C@@H](C)CO)C[C@H]2C)cc1	15
CN1/C(=C2/SC(=S)N(c3ccccc3)C2=O)Sc2ccccc21	32
COc1ccc(OC)c(C(=O)CSc2nnc(-c3ccccc3F)n2-c2ccccc2)c1	8
CCN(CC)C(=S)Oc1ccc(I)cc1	16
Cc1onc(-c2ccccc2)c1CN1C(=O)c2ccccc2S1(=O)=O	0
COc1ccc(S(=O)(=O)Nc2cccc3c2O[C@H](CN(C)Cc2ccc(C(F)(F)F)cc2)[C@H](C)CN([C@@H](C)CO)C3=O)cc1	25
COc1ccc(-c2cnc3c(c2)C(=O)N([C@H](C)CO)C[C@H](C)[C@H](CN(C)C(=O)Nc2cccc4ccccc24)O3)cc1	43
CNC[C@@H]1Oc2ccc(NC(=O)Cn3cnnn3)cc2CC(=O)N([C@H](C)CO)C[C@@H]1C	8
COc1ccc([Si](C)(C)[C@@H]2[C@@H](CCn3cc(CCO)nn3)O[C@]3(C(=O)N(C)c4c(Br)cc(C)cc43)[C@H]2C)cc1	55
C[C@@H]1CN([C@@H](C)CO)C(=O)CCCn2nncc2CO[C@@H]1CN(C)Cc1ccccc1C(=O)O	-3
C[C@H](CO)N1C[C@H](C)[C@H](CN(C)CC2CC2)Oc2c(NS(=O)(=O)c3cn(C)cn3)cccc2C1=O	1
COc1cc(/C=C/C(=O)OC2CC3CCC2(C)C3(C)C)ccc1O (stereo unspecified)	?
Cc1noc(C)c1S(=O)(=O)Nc1cccc2c1O[C@@H](CN(C)CC1CCCCC1)[C@@H](C)CN([C@@H](C)CO)C2=O	-7
CCOC(=O)[C@H](CCc1ccccc1)N[C@H](C)C(=O)N1C2CCCCC2C[C@H]1C(=O)O (stereo partly specified)	-2
C[C@H](CO)N1C[C@H](C)[C@@H](CN(C)C(=O)Nc2ccc3c(c2)OCO3)Oc2ccc(NS(=O)(=O)c3ccc(F)cc3)cc2C1=O	-8
CC(=O)c1cccc(N(CC(=O)O)S(C)(=O)=O)c1	-3
Cc1ccccc1S(=O)(=O)N(C)C[C@H]1OCc2cnnn2CCCC(=O)N([C@H](C)CO)C[C@@H]1C	?
CNC[C@@H]1Oc2ccc(NC(=O)c3ccncc3)cc2C(=O)N([C@@H](C)CO)C[C@H]1C	-10
CC(C)(C)c1ccc(S(=O)(=O)NCc2cccnc2)cc1	-12
COC(=O)c1ccc(NC(=O)CN(c2ccc(I)cc2)S(C)(=O)=O)cc1	3
C[C@@H]1CN([C@H](C)CO)C(=O)Cc2cc(NC(=O)NC3CCCCC3)ccc2O[C@@H]1CN(C)S(=O)(=O)c1ccc(Cl)cc1	2
Cn1c2ccccc2c2cnn(CC(=O)NCc3ccc4c(c3)OCO4)c(=O)c21	-1
Cc1noc(C)c1NC(=O)Nc1cccc2c1O[C@@H](CN(C)C(=O)Nc1ccccc1)[C@@H](C)CN([C@H](C)CO)C2=O	-6
Cc1ccc(CN(C)C[C@@H]2OCc3cn(nn3)CCCC(=O)N([C@@H](C)CO)C[C@H]2C)cc1	-16
Cc1cccc(NC(=O)CSc2n[nH]c(-c3ccccc3)n2)c1	-3
C[C@H]1CN([C@@H](C)CO)C(=O)c2cccc(NS(=O)(=O)c3cn(C)cn3)c2O[C@@H]1CN(C)Cc1ccc(C(F)(F)F)cc1	-1
COc1c(OC)c2occc2c2oc(=O)ccc12	-5
CS(=O)(=O)N(CC(=O)Nc1ccccc1C(=O)O)c1ccc(F)cc1	2
O=C(CCc1ccccc1)Nc1ccccc1C(=O)N1CCOCC1	-9
COc1cccc(NC(=O)CSc2nnc(-c3ccncc3)n2-c2ccc(C)cc2)c1	10
O=C(CSc1nnc(-c2ccncc2)n1-c1ccccc1)c1c[nH]c2ccccc12	-5
Cc1sc2nc(SCC(=O)O)n(-c3ccc(Cl)c(Cl)c3)c(=O)c2c1C	46
CC(C)Cc1ccc(/C=C/C(=O)N2CCOCC2)cc1	-8
C[C@@H]1CN([C@H](C)CO)C(=O)c2cccc(NC(=O)C3CC3)c2O[C@@H]1CN(C)Cc1ccc(Oc2ccccc2)cc1	3
COC(CNC(=O)Cc1ccc(-n2c(=O)[nH]c3ccsc3c2=O)cc1)OC	-7
Cc1noc(C)c1NC(=O)Nc1ccc2c(c1)C(=O)N([C@@H](C)CO)C[C@H](C)[C@H](CN(C)S(=O)(=O)c1ccccc1)O2	0
CN1CCN(C(=O)c2ccc(N)cc2)CC1	0
Cc1ccc(N(C(C)C(=O)Nc2cccc(C)c2C)S(C)(=O)=O)cc1 (stereo unspecified)	-7

Of the compounds above, these contain a thiophene ring, fused or not:
SMILES	ROS inducer
COC(=O)CCCCCCC(=O)N/N=C/c1sccc1C	27
CCC(Sc1nnc(N)s1)C(=O)Nc1sc2c(c1C#N)CCCC2 (stereo unspecified)	-4
Cc1sc2nc(SCc3cc(=O)[nH][nH]3)nc(N)c2c1C	-1
C[C@H]1CN([C@@H](C)CO)C(=O)Cc2cc(NS(=O)(=O)c3cccs3)ccc2O[C@H]1CN(C)Cc1ccc(-c2ccccc2)cc1	46
Cc1sc2ncnc(SCC(=O)N3CCOCC3)c2c1-c1ccc(Cl)cc1	20
CS(=O)(=O)c1sc(C(=O)Nc2ccccc2Cl)c2c1C=CCC2	9
Cc1sc2nc(SCC(=O)O)n(-c3ccc(Cl)c(Cl)c3)c(=O)c2c1C	46
COC(CNC(=O)Cc1ccc(-n2c(=O)[nH]c3ccsc3c2=O)cc1)OC	-7

Additional results.
SMILES	ROS inducer
C[C@H]1CN([C@@H](C)CO)C(=O)c2cccc(NC(=O)c3cnccn3)c2O[C@@H]1CN(C)C(=O)Nc1cccc2ccccc12	-7
COc1ccc(S(=O)(=O)Nc2ccc3c(c2)C(=O)N([C@H](C)CO)C[C@H](C)[C@H](CN(C)S(=O)(=O)c2cn(C)cn2)O3)cc1	-5
CCOC(=O)c1sc2ccc(S(=O)(=O)N3CCOCC3)cc2c1N	13
O=C(CSc1nc(-c2ccccc2)cc(-c2ccccc2)n1)Nc1cccc([N+](=O)[O-])c1	35
CSc1nnc(SC)n1CCNC(=O)c1c(Cl)cccc1Cl	7
O=C(O)c1cccc(NC(=O)c2cccc(S(=O)(=O)N3CCCCC3)c2)c1	-13

A portion of the library, so the mix of outcomes need not match the whole.
